Giardia FBPA inh – qHTS Assay for Inhibitors of Fructose-1,6-bisphosphate Aldolase from Giardia Lamblia; Potency, µM (top dose mostly 59.6 µM), without a hit: at the top dose activity, negative = inhibition, hits mostly inhibitors; A8B2U2; purified Giardia FBPA; actives 0.71% (n = 290,000); further: potency means the concentration at half of the fitted maximal effect; nearly all actives have a fitted effect of over 55% in size
Target sequence (A8B2U2 whole entry, looked up): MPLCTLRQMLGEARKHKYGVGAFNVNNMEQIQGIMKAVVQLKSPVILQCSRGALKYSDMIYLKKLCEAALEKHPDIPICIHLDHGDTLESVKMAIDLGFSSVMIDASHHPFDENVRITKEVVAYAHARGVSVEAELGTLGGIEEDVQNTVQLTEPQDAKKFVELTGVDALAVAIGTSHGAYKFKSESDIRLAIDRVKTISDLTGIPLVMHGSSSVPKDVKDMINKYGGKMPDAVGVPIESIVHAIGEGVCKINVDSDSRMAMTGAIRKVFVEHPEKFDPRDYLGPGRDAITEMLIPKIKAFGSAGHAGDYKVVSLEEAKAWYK
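Giardia FBPA (40 nM reagent) was preincubated 10 min at RT with compound (up to 57.5 uM final), then substrate plus GAPDH/TPI/NAD/arsenate coupling system with diaphorase/resazurin was added; resorufin fluorescence (525/598 nm) was read after 20 min.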
AmpC inh no detg – qHTS Inhibitors of AmpC Beta-Lactamase (assay without detergent) | AmpC nitrocefin hydrolysis, absorbance 480 nm, 0.0001% Triton | Potency, µM (top dose mostly 57.1 µM), for the others: top-dose activity change, negative = inhibition, actives largely listed as inhibitors | actives 0.52% (n = 330,000);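 further: potency means the concentration at half of the fitted maximal effect; plate controls were no compound for no effect and no enzyme for full effect; nearly all actives have a fitted effect of over 20% in size; some results filed as inactive show a strong effect at the top dose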
Target sequence (P00811 whole entry, looked up): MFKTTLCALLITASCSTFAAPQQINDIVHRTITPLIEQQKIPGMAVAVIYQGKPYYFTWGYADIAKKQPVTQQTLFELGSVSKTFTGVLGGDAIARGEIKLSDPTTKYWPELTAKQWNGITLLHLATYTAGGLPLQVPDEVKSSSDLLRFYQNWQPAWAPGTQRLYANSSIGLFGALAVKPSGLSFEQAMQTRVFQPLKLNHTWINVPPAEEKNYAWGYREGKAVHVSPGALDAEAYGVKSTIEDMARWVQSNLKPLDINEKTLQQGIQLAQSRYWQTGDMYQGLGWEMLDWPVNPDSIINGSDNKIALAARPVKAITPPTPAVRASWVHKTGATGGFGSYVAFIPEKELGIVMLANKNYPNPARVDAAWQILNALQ
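AmpC (5.3 nM in the dispensed reagent) in 20 mM phosphate pH 7.0 with 0.01% (detergent screen) or 0.0001% Triton X-100 was preincubated with compounds for 15 min at room temperature. Nitrocefin was then added from an 800 uM solution, and hydrolysis was followed at 480 nm.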
Sm TGR inh – qHTS Assay for the Inhibitors of Schistosoma Mansoni Peroxiredoxins; Schistosoma mansoni thioredoxin glutathione reductase (TGR), Q962Y6; purified TGR, DTNB reduction, TNB absorbance 405 nm; Potency, µM (titrated, usually from 114 µM), for inactives: top-dose activity change, negative = inhibition, usual class: inhibitors; actives 3% (n = 360,000); AID 485364, 2010; further: potency means the concentration at half of the fitted maximal effect; nearly all actives have a fitted effect of over 60% in size
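TGR 20 nM + NADPH 100 uM (dispensed conc.), cpd preinc 15 min RT; start with NADPH (500 uM addition) then DTNB (15 mM addition). Kinetic TNB absorbance, 405 nm filter. Four-parameter Hill fit across titration.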
HCV inhibitor – qHTS Assay for Inhibitors of Hepatitis C Virus (HCV) | Potency, µM (series often up to 41.8 µM), for the others: top-dose activity change, negative = inhibition, hits mostly inhibitors | actives 3.4% (n = 340,000) | AID 651820, 2012 | Huh7.5.1 HCVcc-Cre infection, luciferase reporter, 44 h; further: potency means the concentration at half of the fitted maximal effect
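Reporter virus HCVcc-Cre (~0.5 moi) infects cells exposed to compound; seeding density 1,000 cells/well with 4 h settling beforehand. Luminescence, 15 sec read, taken 44 h post-infection following a 15 min RT substrate incubation.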
HCMV antiviral – qHTS Assay for inhibitors of the human cytomegalovirus (HCMV) | AID 1259415, 2018 | activity change, negative = inhibition, % at 57.5 µM | HFF cells, HCMV-luciferase reporter, 72 h; hits give low values | actives 4.5% (n = 410,000); in the data active means activity change below about -60%; inconclusive means no clear call, values can overlap the other calls; inactive means above about -39%
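Inhibition of viral replication was scored as loss of reporter luminescence in HFFs infected with HCMV-luciferase (MOI 1 PFU/cell) for 72 h; compounds tested at 2 doses, normalized to buffer and Salinomycin controls.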
AmpC inh detg – qHTS Inhibitors of AmpC Beta-Lactamase (assay with detergent). P00811. AmpC hydrolysis of nitrocefin, absorbance 480 nm, 0.01% Triton. Potency, µM (highest dose often 114 µM), without a hit: top-dose activity change, negative = inhibition, usual class: inhibitors. actives 0.041% (n = 370,000);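 further: potency means the concentration at half of the fitted maximal effect; 0% = no-compound wells and -100% = no-enzyme wells; nearly all actives have a fitted effect of over 25% in size; some results filed as inactive show a strong effect at the top dose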
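AmpC (5.3 nM in the dispensed reagent) in 20 mM phosphate pH 7.0 with 0.01% (detergent screen) or 0.0001% Triton X-100 was preincubated with compounds for 15 min at room temperature. Nitrocefin was then added from an 800 uM solution, and hydrolysis was followed at 480 nm.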
Active calls of the source: *; ? = inconclusive; . = no result given; [ ] = dose if it differs, or a comment. Unless noted, the call rests on the fitted dose curve; in most records, active means well fitted curve in the direction sought with a large enough effect; inconclusive means small, poorly fitted or top-dose-only effect, or another doubt; inactive means no such curve, though single readings can be large; an effect the other way counts as inactive or inconclusive. Unless noted, on the % scale 0 is the no-effect control and ±100 the full control effect.

Preview, 15 compounds:
SMILES | Giardia FBPA inh | AmpC inh no detg | Sm TGR inh | HCV inhibitor | HCMV antiviral | AmpC inh detg
Cc1cccc(-c2nnn3c2nc(NCCc2ccc(S(N)(=O)=O)cc2)c2cc(Cl)ccc23)c1 | . | . | 8% | . | ? | 11%
COc1ccc(C2C(C#N)=C(N)Oc3cc(N)ccc32)cc1 (stereo unspecified) | -6% | -25% | 3% | -3% | -12 | -15%
CCCCN1C(=O)/C(=C2\SC(N3CCOCC3)=NC2=O)c2ccccc21 | -1% | 3% | 4% | 0% | -36 | 3%
Cc1ccc(C(=O)Nc2ccc3c(c2)nc(CCNC(=O)c2ccco2)n3C)cc1 | 10% | -18% | -2% | -14% | 58 | 0%
COc1ccc(OC)c(/C=N/NC(=O)c2c(C)nc3ccc(C)cn23)c1 | -23% | 1% | -7% | 9% | . | -7%
Cc1ccc(N(C(=O)c2csnn2)C(C(=O)NC2CCCCC2)c2ccncc2)cc1 (stereo unspecified) | . | 14% | 2% | -3% | -64* | 3%
CN(C)c1ccc(CN(C(=O)COc2ccccc2)C2CCS(=O)(=O)C2)cc1 (stereo unspecified) | -20% | 19% | -3% | 9% | -8 | 12%
CCc1ccc(OCC(=O)OCC(=O)c2ccc3c(c2)NC(=O)CO3)cc1 | 8% | -15% | -4% | -4% | -4 | 0%
CNc1nc(C)nc(-n2nc(C)cc2C)n1 | -21% | -3% | 6% | 30%[activator] | -33 | -10%
C=CCNC(=O)CC(=O)N/N=C/c1ccc(F)cc1 | 2% | 0% | -7% | 3% | -19 | -15%
COc1ccc(-c2cc(C(F)(F)F)n3ncc(C(=O)N4CCc5ccccc5C4)c3n2)cc1 | -4% | 4% | 18% | 3% | -19 | 1%
CN(C)C=Nc1nonc1N | 8% | -4% | 1% | 8% | -14 | 2%
CCOC(=O)N1CCN(C(=O)c2c[nH]c3ccc(S(=O)(=O)N(C)c4cccc(C)c4)cc3c2=O)CC1 | 8% | 64%[activator] | 0% | 5% | ? | -5%
CCC/C(=N\NC(=O)c1ccccc1C)c1ccccc1 | 5% | -13% | 0% | 13% | -18 | ?
O=C(CCN1CCCCO1)N1CCCC(N2CCN(c3ccc(F)cc3)CC2)C1 (stereo unspecified) | -4% | 30% | -2% | -10% | -7 | 5%

The listing, from the first entry:
SMILES | Giardia FBPA inh | AmpC inh no detg | Sm TGR inh | HCV inhibitor | HCMV antiviral | AmpC inh detg
Cc1cccc(-c2nnn3c2nc(NCCc2ccc(S(N)(=O)=O)cc2)c2cc(Cl)ccc23)c1 | . | . | 8% | . | ? | 11%
COc1ccc(C2C(C#N)=C(N)Oc3cc(N)ccc32)cc1 (stereo unspecified) | -6% | -25% | 3% | -3% | -12 | -15%
CCCCN1C(=O)/C(=C2\SC(N3CCOCC3)=NC2=O)c2ccccc21 | -1% | 3% | 4% | 0% | -36 | 3%
Cc1ccc(C(=O)Nc2ccc3c(c2)nc(CCNC(=O)c2ccco2)n3C)cc1 | 10% | -18% | -2% | -14% | 58 | 0%
COc1ccc(OC)c(/C=N/NC(=O)c2c(C)nc3ccc(C)cn23)c1 | -23% | 1% | -7% | 9% | . | -7%
Cc1ccc(N(C(=O)c2csnn2)C(C(=O)NC2CCCCC2)c2ccncc2)cc1 (stereo unspecified) | . | 14% | 2% | -3% | -64* | 3%
CN(C)c1ccc(CN(C(=O)COc2ccccc2)C2CCS(=O)(=O)C2)cc1 (stereo unspecified) | -20% | 19% | -3% | 9% | -8 | 12%
CCc1ccc(OCC(=O)OCC(=O)c2ccc3c(c2)NC(=O)CO3)cc1 | 8% | -15% | -4% | -4% | -4 | 0%
CNc1nc(C)nc(-n2nc(C)cc2C)n1 | -21% | -3% | 6% | 30%[activator] | -33 | -10%
C=CCNC(=O)CC(=O)N/N=C/c1ccc(F)cc1 | 2% | 0% | -7% | 3% | -19 | -15%
COc1ccc(-c2cc(C(F)(F)F)n3ncc(C(=O)N4CCc5ccccc5C4)c3n2)cc1 | -4% | 4% | 18% | 3% | -19 | 1%
CN(C)C=Nc1nonc1N | 8% | -4% | 1% | 8% | -14 | 2%
CCOC(=O)N1CCN(C(=O)c2c[nH]c3ccc(S(=O)(=O)N(C)c4cccc(C)c4)cc3c2=O)CC1 | 8% | 64%[activator] | 0% | 5% | ? | -5%
CCC/C(=N\NC(=O)c1ccccc1C)c1ccccc1 | 5% | -13% | 0% | 13% | -18 | ?
O=C(CCN1CCCCO1)N1CCCC(N2CCN(c3ccc(F)cc3)CC2)C1 (stereo unspecified) | -4% | 30% | -2% | -10% | -7 | 5%
O=C(Nc1ccc(F)cc1)c1cccc2c1C(=O)N(Cc1ccccn1)C2 | -2% | ? | -3% | -21% | -40 | -2%
c1ccc2nc(-c3ccc4c(c3)OCO4)ccc2c1 | -1% | -31% | 2% | -9% | 116 | -2%
CCCCN(CC)c1nc(-c2ccccc2F)nc2ccccc12 | . | . | 17% | . | -9 | 9%
Cc1cc(C(C)(C)C)cc(S(=O)(=O)NCC(=O)O)c1C | 20% | 1% | 4% | 1% | 24 | 6%
COC(=O)c1ccc(C(=O)Nc2ccc(N)cc2N)cc1 | ? | 4% | ? | -15% | -25 | ?
Cc1ccc(NC(=O)C2CCCN(S(=O)(=O)c3cccc4cccnc34)C2)c(Br)c1 (stereo unspecified) | . | . | 5% | . | 0 | 5%
Cc1ccc(NC(=S)NNC(=O)c2ccccc2OC(F)F)cc1 | ? | -24% | 7% | -27% | 46 | 2%
Cc1cc(NC(=O)c2cnn3c(C(F)F)cc(-c4ccccc4)nc23)no1 | 3% | -13% | -29% | ? | 8 | ?
CCOc1ccccc1C1c2[nH]c3ccccc3c2C[C@H]2C(=O)N(C3CC3)CC(=O)N12 (stereo partly specified) | 4% | 126%[activator] | 2% | 6% | 22 | 5%
O=C(NC(=S)Nc1ccccc1)c1ccc(-c2ccccc2)cc1 | 5% | -28% | -15% | 6% | 46 | -3%
CCn1c(O)c(N=N)c2ccccc21 | -5% | -45%[11.4 µM] | -7% | -20% | 29 | -7%
Cc1ccc(S(=O)(=O)N2CCN(c3ncnc4sccc34)CC2)cc1C | . | -14% | 2% | 11µM* | -72* | ?
Cc1ccccc1OCC(=O)Nc1nc2ccccc2[nH]1 | ? | -33% | -5% | -1% | -15 | 3%
CCCCn1c(N)c(N(CC(C)C)C(=O)CN(C)Cc2cccc(OC)c2)c(=O)[nH]c1=O | 2% | 1% | 1% | 12% | 4 | -11%
Cc1ccc(S(=O)(=O)N2CCN(CC(=O)NC(C)c3ccccc3)CC2)cc1 (stereo unspecified) | . | 110%[activator] | -13% | 8% | 0 | ?
CC1(OC(=O)CCc2ccccc2)C(=O)C=C2C=C(c3ccc(C#N)cc3)N(CCc3ccccn3)C=C2C1=O (stereo unspecified) | ? | 82%[activator] | 0% | -6% | -29 | -1%
O=C(c1cccc2ccccc12)C1CCCN(C(=O)CCN2CCCO2)C1 (stereo unspecified) | 11% | 55% | -17% | -15% | 10 | -9%
O=C(c1ccc(Cn2cc(Cl)c([N+](=O)[O-])n2)cc1)N1CCN(Cc2ccccc2)CC1 | -6% | 162%[activator] | -27% | 11µM* | -3 | -7%
O=C(NCc1ccc2c(c1)OCO2)C(=O)NCC(c1ccco1)N1CCN(c2ccccc2)CC1 (stereo unspecified) | 4% | -1% | 2% | ? | 0 | 8%
O=C(/C=C/c1c[nH]c2ccccc12)c1c(O)n(CCc2ccccc2)c(=O)[nH]c1=O | -12% | -41% | -20% | 11% | 16 | 9%
O=C(O)c1ccc(NS(=O)(=O)c2cc(Cl)sc2Cl)cc1 | 1% | 34% | -1% | 17% | -17 | -4%
O=C(CC(c1ccccc1)c1ccccc1O)NCc1ccccc1 (stereo unspecified) | 6% | -34% | -2% | 10% | 29 | 0%
Oc1ccc(C2=NNC(c3ccc(O)cc3)=NN2)cc1 | -5% | -18% | 5% | 21% | -24 | -6%
CCC(CC)C(=O)N1CCc2cc(OC)c(OC)cc2C1COc1ccc(F)cc1 (stereo unspecified) | . | . | 1% | . | -16 | -3%
COC(=O)c1c(N)sc(C(=O)NCCc2ccccc2)c1C | 15% | -29% | -7% | ? | ? | -15%
CC(=O)NCCn1ccc2ccccc21 | -15% | -11% | -8% | 4% | 22 | -2%
O=C(/C=C/c1ccc(Cl)cc1)Nc1ccc(S(=O)(=O)Nc2ncccn2)cc1 | -1% | -26% | 3% | 7% | 7 | -9%
Cc1ccccc1NC(=O)CCc1c(C)nc2c(c1C)c(=O)n(C)c(=O)n2C | . | . | 3% | . | -2 | 1%
Cn1c(Oc2ccc(Cl)c3cccnc23)nc2c1c(=O)n(Cc1ccccc1Cl)c(=O)n2C | -22% | -13% | -22% | . | . | -5%
O=C1NC(=O)[C@]2(Cc3ccccc3N3CCN(c4ccccc4)CC32)C(=O)N1Cc1ccccc1 (stereo partly specified) | -8% | -30% | ? | 1% | 20 | -5%
O=S(=O)(c1ccccc1)c1ccc(NCc2ccco2)cc1 | -18% | -56% | ? | ? | 16 | -13%
C=CCn1c(COc2ccc(F)cc2)nnc1SCC(=O)N1CC(=O)Nc2ccccc21 | 2% | 10% | -1% | -4% | -11 | -2%
COc1ccc(OC)c(NC(=O)CCN2CCCCCC2)c1 | -18% | -10% | -3% | -9% | 27 | -11%
Cc1ccccc1-n1nnnc1SC(C)C(=O)NC1CCCc2ccccc21 (stereo unspecified) | -1% | -13% | -17% | ? | 14 | -8%
CCOC(=O)CC1C(=O)NCCN1C(=O)c1cc2c(=O)n3ccccc3nc2s1 (stereo unspecified) | ? | -7% | -5% | . | . | -6%
COc1ccc(Cn2c(O)c(/C=C3/C=CC=N3)c(=O)[nH]c2=O)cc1 | -12% | -21% | -10% | 7% | ? | 4%
CC(C)Cc1nn2c(=O)cc(COC(=O)c3cccc(NC(=O)CCc4ccccc4)c3)nc2s1 | . | . | 4% | . | -10 | 16%
COc1ccc2nc(Cl)c(C3CC(c4ccco4)=NN3C(=O)CCC(=O)O)cc2c1 (stereo unspecified) | 20% | -21% | ? | 17% | 3 | -1%
CCn1c(C)nc2cc(C#N)ccc21 | 0% | -23% | 44% | 11% | -27 | 4%
CC(=O)CC(=O)Nc1nc(C)cc(C)n1 | 4% | -3% | 6% | 9% | -28 | ?
CCOc1ccc(C2C(C#N)=C(N)Oc3n[nH]c(C)c32)cc1OC(=O)C1CC1 (stereo unspecified) | 11% | 0% | 0% | 5% | -32 | -1%
